LmPK inhibitor – inhibitors of Leishmania mexicana pyruvate kinase. purified LmPK, Kinase-Glo ATP luminescence, 1 h. Q27686. Potency, µM (series often up to 57.5 µM), without a hit: at the highest dose activity change, negative = inhibition, hits mostly inhibitors. actives 0.37% (n = 290,000); further: potency means the concentration at half of the fitted maximal effect
Target sequence (Q27686 whole entry, looked up): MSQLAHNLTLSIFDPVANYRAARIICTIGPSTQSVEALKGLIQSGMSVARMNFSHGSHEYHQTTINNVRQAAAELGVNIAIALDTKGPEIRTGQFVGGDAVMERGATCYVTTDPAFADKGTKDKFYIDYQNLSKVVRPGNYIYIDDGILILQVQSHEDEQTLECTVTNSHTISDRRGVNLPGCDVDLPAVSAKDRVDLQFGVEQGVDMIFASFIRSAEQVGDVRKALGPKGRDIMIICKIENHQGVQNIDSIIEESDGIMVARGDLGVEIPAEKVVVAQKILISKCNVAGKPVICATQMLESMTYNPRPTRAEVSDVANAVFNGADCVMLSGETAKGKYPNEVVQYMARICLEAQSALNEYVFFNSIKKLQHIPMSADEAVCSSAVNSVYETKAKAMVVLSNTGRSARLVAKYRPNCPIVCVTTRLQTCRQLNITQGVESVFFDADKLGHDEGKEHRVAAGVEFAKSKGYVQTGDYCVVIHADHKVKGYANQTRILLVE
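qHTS format; LmPK 0.1 nM; substrates PEP 0.5 mM and ADP 0.1 mM. One-hour room-temperature incubation, then coupled luciferase luminescence; 0.5 nM enzyme wells mark activation.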
AmpC inh detg – AmpC beta-lactamase inhibition with detergent present; P00811; AmpC hydrolysis of nitrocefin, absorbance 480 nm, 0.01% Triton; Potency, µM (doses to about 114 µM), without a hit: top-dose activity change, negative = inhibition, usual class: inhibitors; actives 0.041% (n = 370,000);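 further: potency means the concentration at half of the fitted maximal effect; 0% = no-compound wells and -100% = no-enzyme wells; nearly all actives have a fitted effect of over 25% in size; some results filed as inactive show a strong effect at the top dose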
Target sequence (P00811 whole entry, looked up): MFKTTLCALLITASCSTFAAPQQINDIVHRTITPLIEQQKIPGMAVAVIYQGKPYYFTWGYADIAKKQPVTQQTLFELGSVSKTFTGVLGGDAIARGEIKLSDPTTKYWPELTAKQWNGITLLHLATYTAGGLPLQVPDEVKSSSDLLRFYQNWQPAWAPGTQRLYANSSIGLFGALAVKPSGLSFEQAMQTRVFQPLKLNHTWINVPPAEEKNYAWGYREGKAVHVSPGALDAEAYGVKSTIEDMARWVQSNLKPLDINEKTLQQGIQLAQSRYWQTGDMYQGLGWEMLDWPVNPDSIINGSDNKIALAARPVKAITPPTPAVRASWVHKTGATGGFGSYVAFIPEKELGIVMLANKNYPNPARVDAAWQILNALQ
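20 mM phosphate pH 7.0 + 0.01% (detergent screen) or 0.0001% Triton X-100; 5.3 nM AmpC reagent; cpd preinc 15 min RT; nitrocefin (800 uM stock) to start; A480 q20 s × 4 min; Activity was normalised to no-enzyme and no-compound control wells.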
AMA1-RON2 inh – disrupts binding of P. falciparum AMA1 to RON2; AlphaScreen AMA1-biotinylated RON2 peptide binding; Potency, µM (series often up to 58.2 µM), for the others: top-dose activity change, negative = inhibition, most hits filed as inhibitors; actives 0.2% (n = 360,000);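 further: potency means the concentration at half of the fitted maximal effect; 0% = vehicle wells and -100% = peptide control; nearly all actives have a fitted effect of over 45% in size; some results filed as inactive show a strong effect at the top dose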
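AMA1 (3D7) with his tag at 25 nM final met compounds first, then biotinylated RON2 peptide at 25 nM; detection used donor plus acceptor beads, 10 µg/mL apiece, read by AlphaScreen after 30 min at room temperature.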
Sm TGR inh – S. mansoni TGR enzyme inhibition | AID 485364 | purified TGR, DTNB reduction, TNB absorbance 405 nm | Potency, µM (series often up to 114 µM), for the others: at the highest dose activity change, negative = inhibition, actives largely listed as inhibitors | actives 3% (n = 360,000); further: potency means the concentration at half of the fitted maximal effect; nearly all actives have a fitted effect of over 60% in size
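TGR 20 nM + NADPH 100 uM (dispensed conc.), cpd preinc 15 min RT; start with NADPH (500 uM addition) then DTNB (15 mM addition). Kinetic TNB absorbance, 405 nm filter. Four-parameter Hill fit across titration.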
AmpC no deterg – blocks E. coli AmpC beta-lactamase in detergent-free assay | P00811 | AmpC nitrocefin hydrolysis, absorbance 480 nm, 0.0001% Triton | Potency, µM (highest dose often 57.1 µM), for inactives: top-dose activity change, negative = inhibition, actives largely listed as inhibitors | actives 0.52% (n = 330,000) | AID 485341;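 further: potency means the concentration at half of the fitted maximal effect; plate controls were no compound for no effect and no enzyme for full effect; nearly all actives have a fitted effect of over 20% in size; some results filed as inactive show a strong effect at the top dose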
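20 mM phosphate pH 7.0 + 0.01% (detergent screen) or 0.0001% Triton X-100; 5.3 nM AmpC reagent; cpd preinc 15 min RT; nitrocefin (800 uM stock) to start; A480 q20 s × 4 min; Activity was normalised to no-enzyme and no-compound control wells.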
HCMV inh – blocks human cytomegalovirus replication. HFF cells, HCMV-luciferase reporter, 72 h; stronger effect = lower value. activity change, negative = inhibition, % at 57.5 µM. actives 4.5% (n = 410,000). AID 1259415; in the data active means activity change below about -60%; inconclusive means no clear call, values can overlap the other calls; inactive means above about -39%
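After 16 h attachment at 37C, HFF cells received test compound and HCMV-luciferase (1 PFU/cell); reporter luminescence read 72 h later, data normalized against buffer-only and known inhibitor Salinomycin.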
TbPYK inhibitor – T. brucei pyruvate kinase inhibition. Q57TT1. TbPYK enzyme, Kinase-Glo Plus ATP luminescence, 45 min. Potency, µM (doses to about 76.8 µM), inactives show at the highest dose activity, negative = inhibition, usual class: inhibitors. actives 0.12% (n = 410,000). AID 624173; further: potency means the concentration at half of the fitted maximal effect; nearly all actives have a fitted effect of over 50% in size
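TbPYK + substrate in 50 mM TEA pH 7.2, 100 mM KCl, 10 mM MgCl2, 0.05% BSA, 0.01% Tween-20; cpd pinned; ADP 130 uM final; 45 min RT; Kinase-Glo Plus 10 min; luminescence endpoint.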
The depositor's hits bear a star; ? = inconclusive; · = no result given; [ ] = dose if it differs, or a comment. Unless noted, the call rests on the fitted dose curve; in most records, active means well fitted curve in the direction sought with a large enough effect; inconclusive means small, poorly fitted or top-dose-only effect, or another doubt; inactive means no such curve, though single readings can be large; an effect the other way counts as inactive or inconclusive. Unless noted, on the % scale 0 is the no-effect control and ±100 the full control effect.

Below each SMILES – AmpC inh detg, AmpC no deterg, Sm TGR inh, TbPYK inhibitor, HCMV inh, LmPK inhibitor, AMA1-RON2 inh
C[C@H](CO)N1C[C@H](C)[C@@H](CN(C)C(=O)Nc2ccc3c(c2)OCCO3)OCc2cnnn2CCCC1=O
  ·, ·, ·, -4%, 2, ·, -2%
CS(=O)(=O)N1N=C(c2cccs2)CC1c1ccc(F)cc1 (centres undefined)
  -9%, -32%, -10%, -2%, -24, -2%, 0%
COc1ccc(C(=O)c2cn(Cc3ccccc3F)c3cc4c(cc3c2=O)OCO4)cc1
  -13%, ·, 0%, 0%, -2, ·, ·
Cc1ccc(-n2nc3c(=O)n(C(C)C(=O)NCc4ccc5c(c4)OCO5)nc(C)c3c2C)cc1 (centres undefined)
  3%, -12%, 5%, 6%, -83*, -5%, -2%
COc1ccccc1C(=O)NNC(=O)CCC(=O)NCc1ccccc1
  -8%, -3%, 0%, -3%, 29, 0%, 21%
OCc1cc(-c2ccccn2)no1
  ?, 1%, -13%, 0%, 42, ·, 6%
CCOC(=O)CN=C1CC(C)(C)CC2=C1Sc1ncnc(N(C)C)c1N2
  -6%, -2%, ?, ?, 17, -1%, 50%[activator]
Cc1cc(Nc2ccc3c(c2)OCCO3)c2ccccc2n1
  ?, -27%, -8%, 3%, -24, -1%, -13%
O=C(NC1CCCCC1)c1cc(S(=O)(=O)N2CCCCC2)ccc1N1CCOCC1
  -7%, 1%, -5%, -8%, 10, ·, -4%
CC(=O)c1ccc(OC(NC(=O)c2ccco2)C(Cl)(Cl)Cl)cc1 (centres undefined)
  8%, -19%, 1%, 18%, 15, 1%, 11%
CC[C@@H](C)[C@@H]1CN([C@@H](C)CN2CCC[C@H]2CN2C(N)=NC[C@H]2CC(C)C)C(=N)N1CCCC1CCCC1
  ·, 23%, ·, -14%, -5, ·, 0%
CS(=O)(=O)Nc1ccc2c3c(cccc13)CC2
  ?, -25%, 1%, -7%, 2, 1%, 1%
Cc1nnc(NC(=O)CSc2nnc3c(n2)[nH]c2ccccc23)s1
  11%, ·, 0%, -2%, -17, ·, ·
Cc1ccc(-c2onc(C)c2C)cc1S(=O)(=O)Nc1ccc(Cl)cn1
  3%, ·, 5%, 0%, 103, ·, ·
Cc1cc(Cl)nc2ccc(Cc3ccc4nc(Cl)cc(C)c4c3)cc12
  -13%, 1%, 2%, 4%, 37, 2%, -5%
CCCCCN(C(=O)CCC(=O)OCc1cccc(Cl)c1)c1c(N)n(CCCC)c(=O)[nH]c1=O
  ?, -8%, -2%, 1%, -24, ·, -2%
COc1cc(OC)c(NC(=O)CCc2c(C)nc3cc(-c4ccccc4OC)nn3c2C)cc1Cl
  7%, ·, 0%, 8%, 3, ·, ·
Cc1nn(C(=O)c2cccc(Cl)c2)c(C)c1S(=O)(=O)N1CCOCC1
  ?, ·, 20µM*, -1%, -4, ·, ·
CCCCCCC(=O)N/N=C/c1c(O)n(C2CC2)c(=S)[nH]c1=O
  -2%, -27%, 9%, 3%, 14, 6%, 59%[activator]
CCCCNC(=O)C1(C)CCN1C(=O)c1ccc(C(F)(F)F)nc1C (centres undefined)
  ·, ·, ·, 5%, 30, ·, 4%
CCC(=O)Nc1ccc(C(=O)CSc2nnc(-c3ccc(O)cc3)n2CC2CCCO2)cc1 (centres undefined)
  -2%, 17%, -28%, ?, 0, 4%, 0%
CCC(C)NCC(=O)Nc1ccc(S(N)(=O)=O)cc1 (centres undefined)
  3%, -19%, 7%, -4%, 20, 1%, -3%
Cc1nn(C)c(C)c1/C=N/NC(=O)CCn1nc(C)c([N+](=O)[O-])c1C
  5%, -3%, 14%, -6%, 0, 3%, -4%
Cc1ccc(-n2c(=O)c3c(C)c(C(=O)N(C)C)sc3n(CC(=O)N(C)c3ccccc3)c2=O)cc1C
  -2%, ·, 2%, -3%, 92, ·, ·
CCC(C)[C@H](NC(=O)N1CCC(Cc2ccccc2)CC1)C(=O)O (some centres undefined)
  0%, 11%, 2%, -1%, ?, 2%, 4%
FC(F)Oc1cccc(NC(=S)N2CCN(c3ccccn3)CC2)c1
  -6%, -38%, -14%, 1%, ?, 0%, 1%
CCc1nnc(NC(=O)CSc2nnc(CNc3ccc(C)cc3)n2C)s1
  -1%, -10%, 9%, 0%, 41, -3%, 0%
Nc1c(C(=O)Nc2ccccc2)sc2nc3c(c(-c4ccco4)c12)CCCC3
  -7%, -28%, -29%, -10%, ?, 5%, 46%[activator]
Cc1ccccc1-n1nc(C)c2c1NC(=O)CSC2c1ccc(N(C)C)cc1 (centres undefined)
  17%, ·, 4%, -3%, 0, ·, ·
COc1ccccc1N(CC(=O)NCCSc1ccccc1)S(=O)(=O)c1ccccc1
  ·, ·, ·, -1%, -19, ·, -1%
COC(=O)c1scc(C)c1N/N=C(\C)c1ccc(F)cc1
  -12%, -24%, 9%, -16%, 35, 4%, 5%
O=C(CSc1nnc(NC(=O)c2ccccc2C(=O)O)s1)Nc1ccccc1Cl
  -6%, -19%, -7%, -18%, -20, 0%, -4%
COc1ccc2nc(NC(=O)c3ccc(Br)s3)sc2c1
  7%, -25%, 5%, 0%, 55, 25%, 8%
Cc1ccc(NS(=O)(=O)c2cccc(C(=O)N3CCN(c4ncccn4)CC3)c2)cc1
  7%, -7%, 2%, 1%, -39, ·, 4%[11.6 µM]
N/C(=N\OC(=O)c1ccccc1)C(C(=O)NOC(=O)c1ccccc1)C1CCCCC1 (centres undefined)
  ·, ·, ·, 0%, 51, ·, 31%[activator]
Cc1ccccc1N1CCN(S(=O)(=O)c2cccs2)CC1
  -8%, -29%, 0%, 1%, 21, -11%, -2%
CS(=O)(=O)c1ccc(Cl)c(NC(=O)C2CCCCN2S(=O)(=O)c2ccccc2)c1 (centres undefined)
  -9%, 16%, 0%, -1%, -17, ·, 2%
COc1ccc(-c2n[nH]c(=S)n2Cc2ccco2)cc1
  3%, -45%, ?, ?, 9, ?, 21%
Nc1nc(Nc2ccccc2)nc(N2CCCC2)c1[N+](=O)[O-]
  0%, -34%, -10%, 2%, 49, 6%, -14%
CCC(=O)Nc1cccc(NC(=S)NC(=O)Cc2ccccc2)c1
  0%, -23%, -16%, 0%, 8, 2%, 6%
Cc1ccc(S(=O)(=O)N2CCC(=O)N(CCOCc3cccc(C)c3)CC2)cc1
  -21%, 149%[activator], 4%, 0%, -32, 1%, -8%
CCOc1cc2c(cc1/C=C/C(=O)O)OC(C)C2 (centres undefined)
  -6%, 10%, 83%[activator], 4%, 30, 7%, -2%
Cc1cc([N+](=O)[O-])nn1Cc1ccc(C(=O)N/N=C/c2ccc(N(C)C)cc2)cc1
  -10%, -22%, 4%, -14%, 3, 3%, -24%
Cc1cccc(N2CCN(C(=O)c3ccc4[nH]c(C)c(C)c4c3)CC2)c1C
  ·, -18%, ·, 1%, -15, ·, -17%
COc1ccc(CNC(=O)c2c(C)cc(=O)oc2C)cc1
  4%, -5%, -12%, 8%, -8, -2%, 11%
CCOc1ccccc1OC(C)C(=O)Nc1ccc(S(=O)(=O)N2CCCC2)cc1 (centres undefined)
  8%, 5%, 4%, 2%, 19, 1%, 5%
CC(C)(C)NC(=S)Nc1ccc(Nc2ccccc2)cc1
  -2%, -22%, 14%, -9%, -37, 1%, 8%
COc1ccc(C(=O)N/C(=C/c2ccc(Cl)cc2)C(=O)NCc2ccncc2)cc1
  5%, 45%, -11%, -12%, 20, 9%, -5%
CNC(=O)NC(=O)C(C)OC(=O)c1c(C)noc1C (centres undefined)
  -1%, -8%, 10%, -3%, -1, 7%, -8%
Cc1nnc(SCc2nc(-c3ccc(Cl)cc3)no2)n1-c1ccc(F)cc1
  -8%, ·, -4%, -10%, -36, ·, ·
CCc1ccc(NC(=O)CCCc2nnc3n(CC(C)C)c(=O)c4sccc4n23)cc1
  -4%, ·, 6%, 4%, -26, ·, ·
COc1ccccc1C1CC(=O)Oc2cc(C)c(Br)c(C)c21 (centres undefined)
  ·, -28%, ·, 9%, 1, ·, -1%
Cc1ccc(S(=O)(=O)NCCCNS(C)(=O)=O)cc1
  -4%, -9%, -9%, 1%, -12, -2%, -3%
N#Cc1c(N)n(-c2ccc(N)cc2)c2nc3ccccc3nc12
  5%, -6%, 4%, -2%, 40, -1%, 1%
Cc1cc(C(=O)N/N=C/c2cc(Br)cc([N+](=O)[O-])c2O)c2ccccc2n1
  -11%, -52%, -19%, -12%, -38, -2%, 35µM*
CCOCCn1c(=O)c2c(nc3n2CC(C)CN3Cc2ccccc2)n(C)c1=O (centres undefined)
  -9%, 87%[activator], -9%, -2%, -38, 8%, -7%
COc1cccc(NC(=S)NC(=O)c2cncc(Br)c2)c1
  ·, ·, ·, 3%, 42, ·, 65%[activator]
O=C(Nc1ccc2oc(-c3ccccc3)nc2c1)c1ccncc1
  ?, 53%, -35%, 3%, -36, -1%, -3%
O=C(NNC(=O)C12CC3CC(CC(C3)C1)C2)c1ccccc1F
  -10%, -8%, 0%, 1%, -25, 1%, -6%
COc1ccc(CCNC(=O)C(=O)NCC2OCCN2S(=O)(=O)c2ccc(F)cc2)cc1 (centres undefined)
  ?, 27%, -10%, 6%, 9, -3%, 24%

Single records (already shown). Screens in order: AmpC inh detg | AmpC no deterg | Sm TGR inh | TbPYK inhibitor | HCMV inh | LmPK inhibitor | AMA1-RON2 inh
Shown for Cc1nnc(SCc2nc(-c3ccc(Cl)cc3)no2)n1-c1ccc(F)cc1 = -8% | · | -4% | -10% | -36 | · | ·
Shown for COc1ccccc1C1CC(=O)Oc2cc(C)c(Br)c(C)c21 (centres undefined) = · | -28% | · | 9% | 1 | · | -1%
Shown for Cc1ccc(S(=O)(=O)NCCCNS(C)(=O)=O)cc1 = -4% | -9% | -9% | 1% | -12 | -2% | -3%
Shown for Cc1cc([N+](=O)[O-])nn1Cc1ccc(C(=O)N/N=C/c2ccc(N(C)C)cc2)cc1 = -10% | -22% | 4% | -14% | 3 | 3% | -24%

Bioassay records (PubChem BioAssay)
